FBW7 activator: FBW7 E3 ligase activators, primary screen, biochemical, AlphaScreen, human | normalized activity (activation), % at 26.1 µM | AID 1259310, 2017 | actives 0.13% (n = 650,000) | AlphaScreen FBW7–phospho-cyclin E peptide binding, activator screen | F-box/WD repeat-containing protein 7 (Homo sapiens), Q969H0; in the data active = normalized activity above about 1.9%;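 also: purified mutant Fbw7 with reduced substrate affinity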
Target sequence (Q969H0 whole entry, looked up): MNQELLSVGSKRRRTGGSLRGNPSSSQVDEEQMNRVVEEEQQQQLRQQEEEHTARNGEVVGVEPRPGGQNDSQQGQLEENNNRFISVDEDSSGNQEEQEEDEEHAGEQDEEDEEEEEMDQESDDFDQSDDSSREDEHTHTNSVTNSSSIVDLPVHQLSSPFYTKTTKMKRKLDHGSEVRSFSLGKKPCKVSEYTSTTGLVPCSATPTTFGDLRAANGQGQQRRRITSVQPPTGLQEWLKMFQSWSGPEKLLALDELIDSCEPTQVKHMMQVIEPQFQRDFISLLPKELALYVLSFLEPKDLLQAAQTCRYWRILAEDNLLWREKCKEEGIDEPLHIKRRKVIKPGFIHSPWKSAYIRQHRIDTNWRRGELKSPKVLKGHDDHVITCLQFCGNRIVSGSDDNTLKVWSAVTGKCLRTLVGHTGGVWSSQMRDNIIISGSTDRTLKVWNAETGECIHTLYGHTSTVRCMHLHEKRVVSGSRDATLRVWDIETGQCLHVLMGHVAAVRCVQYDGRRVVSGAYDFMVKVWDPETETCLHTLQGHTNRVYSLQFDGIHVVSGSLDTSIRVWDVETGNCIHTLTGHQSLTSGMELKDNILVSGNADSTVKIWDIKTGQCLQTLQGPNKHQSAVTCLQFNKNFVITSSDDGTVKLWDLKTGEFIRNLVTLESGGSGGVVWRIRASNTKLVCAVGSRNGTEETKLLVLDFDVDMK
TEAD-YAP block: TEAD-YAP interaction inhibition, primary screen, TEAD-YAP interaction inhibitor project, luminescence, HEK-TIYL cells; AID 1259422, 2018; TEAD-Gal4/YAP UAS-luciferase luminescence; inhibition, % at 9.12 µM; actives 1.4% (n = 640,000); in the data active = inhibition above about 32%;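 also: 0% = median of test compound wells and 100% = reference inhibitor wells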
GPR151 ag: activators of human GPR151, primary screen, cell-based, PathHunter beta-arrestin, luminescence; G-protein coupled receptor 151 (Homo sapiens), Q8TDV0; activation, % at 11.2 µM; AID 1508602, 2020; actives 1% (n = 650,000); PathHunter beta-arrestin GPR151 cells; in the data active = activation above about 4.9%;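 also: 0% = median of compound wells and 100% = cells with positive control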
Target sequence (Q8TDV0 whole entry, looked up): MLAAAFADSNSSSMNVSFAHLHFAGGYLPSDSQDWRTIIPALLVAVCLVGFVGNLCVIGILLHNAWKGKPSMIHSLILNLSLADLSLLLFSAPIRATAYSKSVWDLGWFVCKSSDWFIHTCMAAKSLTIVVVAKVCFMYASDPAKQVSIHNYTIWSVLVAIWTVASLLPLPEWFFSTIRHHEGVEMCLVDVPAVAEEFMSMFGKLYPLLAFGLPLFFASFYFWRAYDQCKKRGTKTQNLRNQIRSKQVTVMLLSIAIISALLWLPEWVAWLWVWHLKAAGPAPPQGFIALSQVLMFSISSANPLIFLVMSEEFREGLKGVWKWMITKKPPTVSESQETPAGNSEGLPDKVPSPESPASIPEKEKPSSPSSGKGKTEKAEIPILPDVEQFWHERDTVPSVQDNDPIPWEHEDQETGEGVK
MITF primary: MITF inhibitors, primary screen, biochemical, AlphaScreen, human. Microphthalmia-associated transcription factor (Homo sapiens), O75030. AlphaScreen MITF homodimerization, bead proximity signal. inhibition, % at 2.6 µM. AID 1259374, 2018. actives 0.91% (n = 650,000); in the data active = inhibition above about 50%;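 also: 0% = vehicle wells with protein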
* hit, by the source's call.

Every second line gives: FBW7 activator	TEAD-YAP block	MITF primary	GPR151 ag
CC(C)CC(NC(=O)CCN1C(=O)c2ccccc2C1=O)c1ccccc1 (configuration not stated)
→ 0.1	5	3	0.7
OC(CNC1CCCCC1)Cn1c(C(F)(F)F)nc2ccccc21 (configuration not stated)
→ 0.2	2	-2	1.4
CSc1ncc(C(=O)NCCc2ccc(Cl)cc2)c(C)n1
→ -0.2	-6	2	-0.6
COc1cccc(C2C(C(C)=O)=C(O)C(=O)N2Cc2cccnc2)c1 (configuration not stated)
→ -0.1	-11	-7	2.9
O=C(Nc1cccc(I)c1)c1cccc([N+](=O)[O-])c1
→ 0.2	14	17	-0.1
CCOC(=O)c1ccc(-c2ccc(/C=C3/C(=O)ON=C3C)o2)cc1
→ 0.1	-41	6	-0.8
NC(=O)C1CCN(C(=O)c2ccc3c(c2)nc(SCc2cc(=O)n4cc(Cl)ccc4n2)n2c4ccccc4nc32)CC1
→ -0.1	-8	-22	0.6
COc1ccc(-c2nc(C)cc(NCCN3CCOCC3)n2)cn1
→ 0.1	3	-10	1.1
COc1ccc(C(O)c2coc3ccc(O)c(CN(C)C)c23)cc1 (configuration not stated)
→ 0.0	15	2	2.7
CCOc1ccc(NC(=O)CSc2nnc(-c3cccc(NC(=O)CC)c3)n2C)cc1
→ 0.2	14	13	-0.8
c1ccc(-c2cc(NCC3CC3)n3cnnc3n2)cc1
→ 0.4	12	12	-0.5
O=C1C2C3C=CC(C3)C2C(=O)N1CCOCc1ccccc1 (configuration not stated)
→ 0.1	6	8	-2.0
N#Cc1c(NC(=O)CCc2ccccc2)sc2c1CCCC2
→ 0.2	47*	12	-0.1
COc1ccc(C(=O)NNC(=O)[C@@H](NC(N)=O)C(C)C)cc1OC
→ 0.2	-3	25	-1.5
O=C(Nc1ccc([N+](=O)[O-])cc1)C(Cc1ccccc1)N1C(=O)C2C3c4ccccc4C(c4ccccc43)C2C1=O (configuration not stated)
→ 0.3	14	12	-0.7
CN(CCc1ccccn1)C(=O)CC1(CC(=O)O)CCCC1
→ -0.3	1	-5	-0.4
COc1cc(/C=C2/S/C(=N/S(=O)(=O)c3ccccc3)NC2=O)c([N+](=O)[O-])cc1OC
→ -0.5	4	-14	-0.5
CCN1CCN(C(=O)c2cc(Nc3ccccc3)nc3ccccc23)CC1
→ 0.2	-2	-4	-0.9
CC(C)(C)NCC(O)Cn1cc(C=O)c2ccccc21 (configuration not stated)
→ 0.6	-13	11	-1.3
COC(=O)c1ccccc1NC(=O)c1nn(-c2cc(OC)cc(OC)c2)c(=O)c2ccccc12
→ 0.0	3	-2	-0.4
CCSc1nc(-c2ccccc2)ccc1C#N
→ 0.4	-8	-5	-0.2
C/C(=N\Nc1nnc2c(n1)[nH]c1c(C)cccc12)C(C)(C)C
→ -0.2	2	9	0.5
O=C1/C(=C/c2ccc(Cl)cc2)C=C(c2ccccc2)N1c1ccc(-c2ccccc2)cc1
→ -0.1	-15	2	-0.4
Fc1cccc(CSc2nc(NCc3ccc(Cl)cc3)c3ccccc3n2)c1
→ -0.1	-7	5	-0.2
COc1ccc(C2=N/C(=C/c3ccc(OC(C)=O)cc3)C(=O)O2)cc1Br
→ 0.0	-8	-4	1.0
O=c1oc(-c2ccccc2F)nc2c1cnn2-c1ccccc1
→ -0.1	3	-1	1.3
COc1ccc(Cl)cc1NC(=O)Cn1cc(OCc2ccc(C)cc2)c(=O)cc1C
→ 0.0	-5	11	-0.7
Fc1ccc(C2=CC(c3ccc(Br)cc3)n3nnnc3N2)cc1 (configuration not stated)
→ -0.1	2	10	-0.3
CCCn1c(SCC(=O)N2CCCCC2CC)nnc1-c1ccccn1 (configuration not stated)
→ 0.2	8	14	0.7
Cc1cccc(/C=c2\sc3n(c2=O)C(N)=C(C#N)C(c2cccc(C)c2)C=3C#N)c1 (configuration not stated)
→ 0.2	4	1	1.3

Pulled by compound from the entries so far (5):
Every second line gives: FBW7 activator	TEAD-YAP block	MITF primary	GPR151 ag
COc1ccc(C2=N/C(=C/c3ccc(OC(C)=O)cc3)C(=O)O2)cc1Br
→ 0.0	-8	-4	1.0
Cc1cccc(/C=c2\sc3n(c2=O)C(N)=C(C#N)C(c2cccc(C)c2)C=3C#N)c1 (configuration not stated)
→ 0.2	4	1	1.3
OC(CNC1CCCCC1)Cn1c(C(F)(F)F)nc2ccccc21 (configuration not stated)
→ 0.2	2	-2	1.4
O=C1/C(=C/c2ccc(Cl)cc2)C=C(c2ccccc2)N1c1ccc(-c2ccccc2)cc1
→ -0.1	-15	2	-0.4
CCOC(=O)c1ccc(-c2ccc(/C=C3/C(=O)ON=C3C)o2)cc1
→ 0.1	-41	6	-0.8

Other records
Every second line gives: FBW7 activator	TEAD-YAP block	MITF primary	GPR151 ag
CCOc1ccc(N(C(C)C(=O)NCCSC(C)(C)C)S(C)(=O)=O)cc1 (configuration not stated)
→ 0.5	4	13	-1.6
Cc1cc(NS(=O)(=O)c2cc3c(cc2C)NC(=O)CO3)ccc1Br
→ 0.1	3	12	1.0
COc1ccc([N+](=O)[O-])cc1/C=N/NC(=O)CNC(=O)c1cccc(F)c1
→ -0.1	3	5	0.0
Cc1nc2c(c(=O)[nH]1)CCN(Cc1ccccc1O)C2
→ -0.1	-4	-1	-0.5
Cc1c(C(=O)Nc2ccccc2F)sc2ncn(CC(=O)N3CCN(c4ccccn4)CC3)c(=O)c12
→ 0.0	0	-4	-0.1
O=C(NCc1cccnc1)c1ccc2nc(-c3ccc(C(=O)NC4CC4)cc3)sc2c1
→ 0.3	-23	14	-1.0
Cc1ccc(/C(O)=C2\C(=O)C(=O)N(c3c(C)n(C)n(-c4ccccc4)c3=O)C2c2ccc(Br)cc2)cc1 (configuration not stated)
→ 0.2	16	14	-0.3
O=c1oc(-c2cccc(Br)c2)nc2scc(-c3ccccc3)c12
→ 0.4	3	14	-2.0
Nc1nc(CSc2nc3ncccc3[nH]2)nc(N2CCCCC2)n1
→ 0.1	-12	1	0.7
CC(=O)Nc1ccc(S(=O)(=O)Nc2ccc(S(=O)(=O)N3CCCCCC3)cc2)cc1
→ 0.1	-1	5	0.8
CSCCCNC(=O)CC1C(=O)NCCN1C1Cc2ccccc2C1 (configuration not stated)
→ 0.1	4	10	4.9*
COc1ccccc1Cc1nc(-c2cccnc2)no1
→ 0.0	-3	-10	-1.1
CCN(CC)c1ccc(C(=O)O)cc1[N+](=O)[O-]
→ 0.0	6	-6	-0.4
CCC(Sc1nc2n[nH]c(C)c2c(=N)n1-c1ccc(Cl)c(C)c1)C(=O)NCc1ccco1 (configuration not stated)
→ 0.1	-3	-1	-0.7
O=C(c1csc(-c2cc3ccccc3[nH]2)n1)N1CCN(c2ccccc2)CC1
→ -0.2	-18	5	-0.7
Cc1ccc(-c2c(C)nn3c(NCCCO)c(C)c(C)nc23)cc1
→ 0.1	-14	2	0.5
C=CCc1cccc(/C=N/NC(=O)Cn2cnc([N+](=O)[O-])n2)c1O
→ -0.2	14	23	0.3
O=C(N/N=C/c1cc([N+](=O)[O-])ccc1Cl)c1cc2ccccc2cc1O
→ 0.1	-9	-5	-0.8
O=C(Nc1cccc(Cl)c1)c1ccc(F)c(S(=O)(=O)N2CCC3(CC2)OCCO3)c1
→ -0.2	-9	-7	-0.1
Cc1ccc(C)c(C(=O)COC(=O)CNS(=O)(=O)c2ccccc2)c1
→ -0.1	6	-1	0.7
CC(C)(C)c1nc(NC2CC2)c2nnn(Cc3ccccc3)c2n1
→ 0.1	-10	0	0.6
Cc1c(C(=O)C(=O)NCc2ccco2)c2ccccc2n1C
→ -0.2	-2	-7	0.7
Oc1ccc(Cl)cc1CNc1cnc2ccccc2c1
→ -0.2	-8	2	-0.2
COc1cc(CN2CCN(Cc3ccc(C(F)(F)F)cc3)CC2)cc(OC)c1OC
→ 0.7	19	85*	-0.5
O=C1c2nccnc2C(=O)N1c1ccccn1
→ -0.2	-10	15	1.3
Cc1c(C(=O)Nc2nc3ccccc3s2)sc2ncn(CC(=O)N3CCCC(C)C3)c(=O)c12 (configuration not stated)
→ -0.3	-5	18	-0.5
Clc1ccc(C2=CC(c3cccs3)n3c(nc4ccccc43)N2)cc1 (configuration not stated)
→ 0.0	-71	4	-0.9
Cc1sc(-n2cccc2)c(C#N)c1C
→ -0.1	-7	3	1.1
O=C(Nc1ccc(N2CCC(NCc3cccs3)CC2)cc1)c1ccc2c(c1)OCO2
→ -0.1	-18	-3	-0.1
NC(=O)c1ccc(-c2nc(NC3CCN(Cc4ccccc4)CC3)c3ncn(C4CCCCC4)c3n2)cc1
→ 0.3	11	-1	-1.1

Complete entries, looked up by structure. Order of screens: FBW7 activator	TEAD-YAP block	MITF primary	GPR151 ag
COc1ccc(-c2nc(C)cc(NCCN3CCOCC3)n2)cn1 across the screens: 0.1	3	-10	1.1
CC(C)CC(NC(=O)CCN1C(=O)c2ccccc2C1=O)c1ccccc1 (configuration not stated) across the screens: 0.1	5	3	0.7

Next structures.
Every second line gives: FBW7 activator	TEAD-YAP block	MITF primary	GPR151 ag
O=C(CC1(O)C(=O)N(Cc2ccc(Cl)cc2)c2ccccc21)c1ccccc1O (configuration not stated)
→ -0.1	1	-4	-0.7
CC(=O)c1ccc(NC(=S)Nc2ccccc2C(=O)NCc2ccco2)cc1
→ -0.2	3	4	0.4
Cc1ccc(C)c(NC(=O)CN(C)C(=O)CCl)c1
→ -0.1	73*	-1	-1.1
O=C(NCc1ccc(F)cc1)c1cc2ccccc2oc1=O
→ 0.3	6	7	0.5
O=C(CN1C(=O)C(=O)c2ccccc21)OCC(=O)N(c1ccccc1)c1ccccc1
→ -0.1	18	-3	1.0
COc1ccc(C2NC(=O)NC(C)=C2C(=O)Nc2ccc(C)cc2C)cc1OC (configuration not stated)
→ -0.2	-2	14	-0.8
CCOC(=O)c1c(NC(=O)C(C)Sc2nnc(CNC(=O)c3ccc(OC)cc3)n2-c2ccc(F)cc2)sc2c1CCC2 (configuration not stated)
→ 0.1	3	10	-1.2
CC(C)C(=O)Nc1nc2c(s1)C(=O)CC(C)(C)C2
→ -0.1	-10	-1	-1.3
CC(=O)Nc1ccc(S(=O)(=O)Nc2ccc(Nc3ccccc3)cc2)cc1
→ 0.7	3	18	0.6
O=C(COc1ccc(Br)cc1CO)Nc1ccc2c(c1)OCCO2
→ 0.0	0	-12	2.3
Cc1ccc(NS(=O)(=O)c2cc([N+](=O)[O-])ccc2C)cc1F
→ -0.2	3	7	0.2
Cn1c(=O)c2c(SCC(=O)O)nc(C3CC3)nc2n(C)c1=O
→ 0.0	-9	-5	-1.4
O=C(O)[C@H]1C[C@@H]1C(=O)Nc1cccc(O)c1
→ -0.2	-16	-3	2.9
c1ccc2c(-c3cnc4c(NCc5ccncc5)nccn34)cccc2c1
→ -0.2	7	0	0.1
Cc1c(Br)c(O)c(Br)c2sc(=O)oc12
→ -0.5	4	79*	0.1
CCCC1CCC(c2ccc(C(=O)Nc3nc4ccc([N+](=O)[O-])cc4s3)cc2)CC1 (configuration not stated)
→ -0.1	-1	14	-0.7
CN(CCOc1ccccc1)C(=O)CC1C(=O)NCCN1Cc1ccc(Cl)c(F)c1 (configuration not stated)
→ 0.0	-6	2	1.8
CCN(c1cccc(C)c1)c1ncnc2c1cnn2-c1ccccc1
→ -0.1	-4	2	1.9
CN1CCN(CCC(=O)N/N=C/c2cccnc2)CC1
→ 0.1	9	-6	0.3
Cc1cc(=O)nc2c3ccccc3n(CC(=O)NCCN3CCCCCC3)n12
→ -0.3	-9	-3	0.6
O=[N+]([O-])c1cc2c(cc1/C=N/Nc1nc3ccccc3s1)OCO2
→ -0.2	-18	6	1.4
Cc1cnc(N2CCOCC2)nc1NCCN1CCOCC1
→ 0.2	3	13	-0.9
COc1cc(C2c3cccn3CCN2C(=S)Nc2ccc(F)cc2)cc(OC)c1OC (configuration not stated)
→ -0.1	3	-29	2.1
Cc1ccc(NC(=O)c2ccc3c(=O)n(-c4ccccc4)c(=S)[nH]c3c2)cc1C
→ 0.1	-5	8	-1.2
CCC(C)NC(=O)CSc1ccc(Cl)cc1 (configuration not stated)
→ 0.0	-17	3	0.2
O=C(c1ccc(Br)cc1)N1CCN(c2c(Cl)cccc2[N+](=O)[O-])CC1
→ -0.2	0	-5	1.2
CSCCC(C(=O)Nc1cccc(C)c1)N1C(=O)c2ccccc2C1=O (configuration not stated)
→ -0.3	4	7	1.5
CCc1ccc(-n2c(=O)c3ccccc3n3c(SCC(=O)N4CCOCC4)nnc23)cc1
→ 0.0	-4	-6	0.1
CC(=O)N1CCN(Cc2ccc3c(c2)CN(C(=O)[C@@H]2CSC(=O)N2)CCO3)CC1
→ 0.6	-1	8	0.4
O=C(NCCCN1CCCC1=O)c1cnc(Nc2cccnc2)s1
→ 0.0	4	4	4.5

The listing continues.
Every second line gives: FBW7 activator	TEAD-YAP block	MITF primary	GPR151 ag
N#C/C(=C/c1ccc(O)cc1)C(=O)Nc1ccccc1
→ 0.0	-52	-1	-1.1
COc1ccc(OC)c(NC(=O)CSc2nc(-c3ccccc3)cs2)c1
→ -0.1	-9	-15	-7.4
N#Cc1cc2c(cc1NS(=O)(=O)c1csc(C(=O)Nc3ccccc3)c1)OCO2
→ 0.0	-2	-2	0.8
O=C(Nc1nnc(-c2ccccc2F)s1)c1ccccc1F
→ 0.2	-46	-2	-0.2
COc1cc(CN2CCCC(C(=O)Nc3ccccc3Oc3cccnc3)C2)ccc1F (configuration not stated)
→ 0.1	-1	9	-0.8
CC12CN(C(=O)c3cccs3)CC(C)(CN(C(=O)c3cccs3)C1)C2=O
→ -0.1	3	11	-0.7
